Screens as filed in PubChem BioAssay.
IMPase cell inh – cell-permeable inhibitors of inositol monophosphatase (IMPase); CHO-M1 cells, IP1 accumulation, HTRF TR-FRET ratio; inhibition (IP1 accumulation), % at 46.1 µM; 120,000 tested, under 10 active; AID 901; active = well fitted curve in the direction sought with a large enough effect in the signal ratio, not every such curve was filed as active; inconclusive = small, poorly fitted or top-dose-only effect, or a change in a side signal; inactive = no such curve, though single readings can be large or run the other way; the % refers to the signal ratio;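 note: cells stimulated with carbachol in lithium chloride buffer; plate controls were DMSO basal wells for no effect and reference inhibitor wells for full effect; higher means more IMPase inhibition seen as more IP1 and lower FRET ratio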
Target sequence (P97697 whole entry, looked up): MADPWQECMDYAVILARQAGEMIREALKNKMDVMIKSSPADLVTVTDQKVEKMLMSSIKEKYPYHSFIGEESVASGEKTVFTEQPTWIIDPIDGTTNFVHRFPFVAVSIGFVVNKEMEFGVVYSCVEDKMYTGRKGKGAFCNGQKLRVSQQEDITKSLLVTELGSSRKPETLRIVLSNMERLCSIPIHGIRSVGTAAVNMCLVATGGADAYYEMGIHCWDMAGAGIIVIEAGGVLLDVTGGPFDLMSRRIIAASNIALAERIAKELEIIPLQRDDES
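The IP-One HTRF competitive assay in carbachol-stimulated CHO-M1 cells quantifies cellular IP1. Compounds spanned up to 46 uM final, and activity is expressed as AC50 from concentration-response fits of the ratio and donor data.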
12-hLO inh – inhibitors of human 12-lipoxygenase (ALOX12). purified 12-hLO, xylenol orange hydroperoxide absorbance. Potency, µM (series often up to 57.1 µM), for the others: at the top dose activity change, negative = inhibition, actives largely listed as inhibitors. 150,000 compounds, 0.12% hits. AID 1452; note: potency is the fitted concentration of half-maximal effect; nearly all actives have a fitted effect of over 55% in size; many of its hits are not listed in these tables
Target sequence (P18054 whole entry, looked up): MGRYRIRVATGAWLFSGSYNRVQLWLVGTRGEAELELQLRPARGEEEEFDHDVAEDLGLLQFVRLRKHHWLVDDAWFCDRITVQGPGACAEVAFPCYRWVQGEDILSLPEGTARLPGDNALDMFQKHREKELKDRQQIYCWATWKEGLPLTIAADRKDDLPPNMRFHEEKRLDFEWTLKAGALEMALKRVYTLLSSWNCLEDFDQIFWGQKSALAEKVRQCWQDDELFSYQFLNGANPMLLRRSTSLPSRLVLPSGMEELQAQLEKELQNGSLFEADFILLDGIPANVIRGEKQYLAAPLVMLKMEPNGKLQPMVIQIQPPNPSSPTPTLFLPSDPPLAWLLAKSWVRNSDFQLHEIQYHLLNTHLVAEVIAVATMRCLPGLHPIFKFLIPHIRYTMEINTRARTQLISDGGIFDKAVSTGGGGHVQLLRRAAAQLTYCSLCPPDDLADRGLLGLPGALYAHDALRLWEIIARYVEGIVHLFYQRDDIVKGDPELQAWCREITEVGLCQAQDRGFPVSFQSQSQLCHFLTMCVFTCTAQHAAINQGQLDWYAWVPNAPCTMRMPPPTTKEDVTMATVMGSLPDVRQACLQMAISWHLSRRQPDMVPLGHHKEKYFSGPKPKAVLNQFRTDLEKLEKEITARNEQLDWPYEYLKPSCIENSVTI
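Purified human 12hLO (150 nM final) was preincubated with compounds for 15 min at room temperature in 25 mM Hepes pH 7.0, 0.01% Triton X-100, then reacted with 40 uM arachidonic acid for 30 min. Hydroperoxide was detected with ferrous iron/xylenol orange.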
ALOX15B inhib – 15-hLO-2 (ALOX15B) enzyme inhibition. 110,000 compounds, 0.56% hits. Potency, µM (highest dose often 57.1 µM), inactives show at the highest dose activity change, negative = inhibition, actives largely listed as inhibitors. purified 15hLO-2, xylenol orange hydroperoxide absorbance. O15296; note: potency is the fitted concentration of half-maximal effect; nearly all actives have a fitted effect of over 60% in size; many of its hits are not listed in these tables
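Purified human 15hLO-2 (50 nM) preincubated 15 min with compound, then 45 uM arachidonic acid for 90 min at RT in 25 mM Hepes pH 7.5, 0.01% Triton X-100. Hydroperoxide detected by Fe-xylenol orange; 573/405 nm absorbance ratio.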
PNC assembly inh – inhibitors of perinucleolar compartment assembly; activity change (PNC), negative = inhibition, % at 10 µM; AID 2417; PC3M PTB-GFP, PNC prevalence imaging, 16 h; hits give low values; 140,000 compounds, 3.1% hits;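 active = readout at or below -70, meaning at least 70% loss of cells showing the perinucleolar compartment, a nuclear body marking cancer cells; inconclusive = readout between -30 and a set limit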;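 note: plate controls were DMSO wells for no effect and camptothecin positive control wells for full effect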
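Compounds are pinned in duplicate onto adhered PC3M cells stably expressing GFP-tagged PTB and incubated 16 h at 37 C. Cells are then fixed, nuclei stained with Hoechst, and PNC-positive cells counted.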
* = called active by the depositor; ? = inconclusive; nt = no result given; [ ] = dose if it differs, or a comment. Unless noted, calls come from the whole dose curve; as a rule, active = well fitted curve in the direction sought with a large enough effect; inconclusive = small, poorly fitted or top-dose-only effect, or another doubt; inactive = no such curve, though single readings can be large; an effect the other way counts as inactive or inconclusive. Unless noted, % is set by controls: 0 for no effect and ±100 for the full control effect. A portion of the library; rates above refer to the full screens.

mol,IMPase cell inh,12-hLO inh,ALOX15B inhib,PNC assembly inh
O=[N+]([O-])c1cccc(/C=N/n2c(C3CCCCC3)n[nH]c2=S)c1,4.4,-0.8%,nt,20.2
CCc1cccc(C)c1NC(=O)C1C2CCC(O2)C1C(=O)O (stereo not given),11.3,0.1%,-0.5%,?
Fc1cccc(F)c1CSc1nc2ccccc2[nH]1,-1.2,1.9%,-3.9%,-21.9
COc1ccc(/C=N/NC(=O)c2ccc(COc3ccccc3Cl)o2)cc1,1.2,-0.1%,7.6%,111.2
CN(C)c1oc(-c2cccs2)nc1C#N,?,3.5%,-7.3%,40.3
O=C(Nc1ccccc1)c1ccc(CSc2ncccn2)cc1,2.3,6.3%,2.7%,44.0
Cc1cc(C)n(-c2ccc(C(=O)O)cc2)n1,5.8,-1.3%,nt,-2.5
Cc1cc(C)n(CC(O)COc2ccccc2C(=O)Nc2ccccc2)n1 (stereo not given),-7.2,0.1%,0.6%,0.8
O=C1c2ccccc2C(=O)N1Cc1nc(-c2ccccc2)no1,8.5,-5.9%,-10.0%,-14.7
CC(C)C(c1nnnn1Cc1ccc(F)cc1)N1CCN(C2CCCCC2)CC1 (stereo not given),-8.7,-10.4%,14.3%,-4.0
Cc1noc(C)c1C(=O)N1CCCC1,-0.7,8.2%,-3.5%,?
Cc1ccc(S(=O)(=O)c2nc(-c3ccc(F)cc3)oc2SCC(N)=O)cc1,?,-14.9%,nt,-0.9
CCOC(=O)C1CCN(C(=O)C2CCN(c3nc4ccc(OC)cc4s3)CC2)CC1,3.5,6.4%,-1.8%,70.1
CCOC(=O)CNC(=O)C(=O)c1c(O)[nH]c2ccccc12,16.2,-10.3%,-5.8%,25.9
O=C(COC(=O)CNS(=O)(=O)/C=C/c1ccccc1)NC1CCS(=O)(=O)C1 (stereo not given),-2.4,8.8%,3.0%,-21.7
O=C(CSc1nc(-c2ccco2)cc(C(F)(F)F)n1)N1CCc2ccccc2C1,-5.5,-10.2%,-28.3%,-123.0*
COc1ccc(-c2cc(=O)c3c(O)cc(O[C@@H]4OC(COC5OC(C)C(O)C(O)[C@@H]5O)C(O)C(O)C4O)cc3o2)cc1 (stereo not given in full),nt,-4.9%,11.9%,nt
CCOC(=O)c1c(-c2ccc(C)cc2)csc1NC(=O)CCN1CCOCC1,9.4,1.0%,nt,-24.8
O=C(CN1C(=O)NC2(CCc3ccccc32)C1=O)Nc1ccc(N2CCOCC2)cc1 (stereo not given),-1.9,-0.1%,-2.7%,5.2
Cc1ccccc1-c1cc(C(=O)Nc2sc(C(=O)OC(C)C)c(C)c2C#N)c2ccccc2n1,11.5,-12.8%,-13.4%,?
O=[N+]([O-])c1cccc(/C=C/c2nc(C=Nc3ccc4ccccc4c3)c(O)o2)c1,-1.4,1.7%,-12.0%,?
O=C(CN(Cc1ccccc1)C1=NCCS1)c1ccccc1,14.7,-1.2%,nt,35.9
CCOC(=O)C1=C(C)NC(=O)C1CC(=O)Nc1ccccc1 (stereo not given),-3.5,-5.4%,nt,?
O=C(Nc1nccs1)c1cc(-c2ccco2)nc2ccccc12,nt,-0.9%,nt,-88.8*
O=S(=O)(NCCc1ccccc1)c1cccc(S(=O)(=O)N2CCOCC2)c1,6.6,2.0%,-3.1%,14.5
Nn1c(SCC(=O)Nc2ccc(F)cc2)nnc1-c1cccnc1,1.0[1.84 µM],0.3%,-8.5%[11.4 µM],?
CCCCCC1CC1C(=O)N/N=C/c1ccc(N(C)C)cc1 (stereo not given),-16.4,-0.8%,3.5%,19.3
Cn1c(Cc2c[nH]c3ccccc23)n[nH]c1=S,-1.8,6.8%,-1.6%,-2.2
COc1ccc(C(C)(C)C)cc1NC(=O)COC(=O)c1cc(SC)ccc1Cl,-0.6,-1.5%,nt,-11.2
CCC(C)NC(=O)COC(=O)c1oc2ccccc2c1CSc1ccc(Cl)cc1 (stereo not given),nt,-2.5%,nt,-12.4
CC(CCc1nc2ccccc2s1)(c1ccc(O)cc1)c1ccc(O)cc1,nt,-28.7%[11.4 µM],?,nt
O=C(c1ccncc1)c1ccc(NS(=O)(=O)c2ccc(Br)s2)cc1,-1.5,0.6%,-3.5%,0.5
CCOc1cc(C2C3=C(CCCC3=O)NC3=C2C(=O)CCC3)ccc1OCCO,12.1,-4.8%,-12.8%,?
O=C(Nc1cccc(Cl)c1)C1=Cc2cc(Cl)ccc2OC1,0.8,-7.0%,-2.9%,-5.4
Cc1cc(=O)[nH]c(SCc2nc3ccccc3s2)n1,-17.0,-0.3%,-3.0%,1.9
COc1ccc(CCNC(=O)CSc2nc(C)nc3c2c(=O)n(C)c(=O)n3C)cc1OC,4.2,-0.4%,-0.4%,-7.1
CCOC(=O)c1c(C)[nH]c(C)c1C(=O)CSc1nc2ccccc2n1CC,2.9,1.8%,nt,?
COc1cccc(NC(=O)N2CCN(C(=O)C(Cc3ccc(OC)c(OC)c3)NC(C)=O)CC2)c1 (stereo not given),-7.2[0.369 µM],1.6%,nt,-2.5
COc1ccccc1-c1nn2c(C(F)(F)F)nnc2s1,-1.3,-5.2%,9.6%,29.9
O=C(O)c1ccc2cc[nH]c2c1,-1.8,2.1%,-3.7%,12.0
CCC(Sc1nc2ccccc2[nH]1)C(=O)Nc1cc(C)on1 (stereo not given),?,-1.8%,-8.9%,14.3
N#Cc1nc(COc2ccccc2)oc1N1CCOCC1,-6.2,-4.3%,0.3%[2.29 µM],?
CCCn1c(C)nc2c(NCCN3CCCCC3)nc(C)nc21,nt,-4.7%,5.3%,nt
CCC(=O)N1CCc2cc(S(=O)(=O)NC(C(=O)NCc3ccc(F)cc3)C(C)C)ccc21 (stereo not given),-14.5,4.9%,-4.8%,?
COc1ccccc1N1CCN(C2CCN(C(=O)c3cc(OC)c(OC)c(OC)c3)CC2)CC1,12.5,-7.7%,-2.9%,-0.4
COc1ccc(S(=O)(=O)NNC(=O)c2cc3cc4ccccc4nc3s2)cc1,7.0,-10.6%,-5.2%,?
Fc1ccc(OCc2nc(-c3ccc(Br)o3)no2)c(F)c1,-1.4,-4.0%,-20.3%,?
Cc1ccccc1N(C(=O)Cc1ccsc1)C(C(=O)NC1CCCCC1)c1ccc(F)cc1 (stereo not given),?,-3.0%,0.6%,-8.2
Cc1cccc(NC(=O)c2snc3c(=O)[nH]cnc23)c1,10.6,-4.5%,-0.1%,-21.4
CN(C)c1ccc(NC(=O)Cn2cc3c(n2)CCCC3)cc1,14.7,-4.1%,-7.4%,17.2

Other records.
mol,IMPase cell inh,12-hLO inh,ALOX15B inhib,PNC assembly inh
COc1cccc(-n2c(SCC(=O)N3CCOCC3)nnc2-c2c[nH]c3ccccc23)c1,0.6,-3.0%,1.2%,16.1
CC(=O)Nc1ccc(-c2nnn(CC(=O)c3ccccc3)n2)cc1Cl,-6.0,-6.0%,9.1%,-3.6
O=CNNC(=O)c1cccc([N+](=O)[O-])c1,?,2.2%,nt,7.6
CCOc1ccc(-c2[nH]nc3c2C(c2ccc4c(c2)OCO4)C(C#N)=C(N)O3)cc1OC (stereo not given),26.4,-15.7%,-22.6%,-23.4
Cc1cc(C)nc(NC(=O)CSc2nc3cc(Cl)ccc3s2)n1,-2.4,-0.3%,-23.1%,?
O=C(CSc1nnc(-c2c[nH]c3ccccc23)o1)N1c2ccccc2CCc2ccccc21,2.2,-14.2%,-18.4%,34.4
COc1cc(C(=O)Nc2ccc(S(=O)(=O)Nc3onc(C)c3C)cc2)cc(OC)c1OC,-4.5,-1.5%,-15.1%,15.2
CCCSc1nc(N2CCCC2)c2c(c1C#N)CC(C)(C)OC2,-12.3,-2.4%,18.4%,0.1
C/C(=N\Nc1ccccn1)c1ccc(S(=O)(=O)NCc2ccco2)cc1,nt,-2.5%,nt,-82.8*
Cc1cc(NC(=O)CSc2nnnn2Cc2ccccc2)no1,?,-2.0%,nt,-14.5

3 neighbouring entries from above, quoted:
mol,IMPase cell inh,12-hLO inh,ALOX15B inhib,PNC assembly inh
CCCSc1nc(N2CCCC2)c2c(c1C#N)CC(C)(C)OC2,-12.3,-2.4%,18.4%,0.1
C/C(=N\Nc1ccccn1)c1ccc(S(=O)(=O)NCc2ccco2)cc1,nt,-2.5%,nt,-82.8*
Cc1cc(NC(=O)CSc2nnnn2Cc2ccccc2)no1,?,-2.0%,nt,-14.5

Continuation:
mol,IMPase cell inh,12-hLO inh,ALOX15B inhib,PNC assembly inh
Cc1cc(C)n(-c2nnc(SCC(=O)NC3CCCC3)c3ccccc23)n1,?,3.0%,nt,?
Cc1ccc([N+](=O)[O-])cc1NC(=O)c1ccc(-c2ccccc2)cc1,17.8,0.4%,0.2%,-28.4
COCC(=O)Nc1ccc(C)c(Cl)c1,-1.5,0.6%,-1.7%,-7.0
COc1ccc(N=C2SC(C(=O)O)CC(=O)N2C)cc1 (stereo not given),-6.5,1.3%,1.1%,31.9
Cc1ccc(S(=O)(=O)N2CCC(C(=O)N[C@H](C(=O)N3CCN(C)CC3)C(C)C)CC2)cc1,-3.4,-4.2%,6.8%,?
O=C(CSc1nc(SCC(=O)NCc2ccccc2)n(-c2ccccc2)n1)NCc1ccccc1,4.2,-5.2%,-4.6%,-23.1
COc1ccc(C2/C=C\CC(NC(=O)OCC3c4ccccc4-c4ccccc43)CC(=O)N2Cc2ccccc2F)cc1 (stereo not given),nt,0.4%[0.00818 µM],1.6%[0.0915 µM],nt
CCOCC(=O)Nc1cc(C(=O)Nc2ccccc2)ccc1Cl,4.4,7.0%,4.0%,90.1
CC(=O)Nc1sc(NC(=O)c2ccc(Cl)cc2)nc1-c1cccs1,-1.5,-5.1%,-7.7%,24.2
CCN(CC)c1ccc(NC(=O)COC(=O)C23CCC(=O)N2c2ccccc2S3)cc1 (stereo not given),5.7,-4.4%,-17.3%,38.0
CS(=O)(=O)N(Cc1cc2ccccc2[nH]c1=O)C1CCCCC1,1.4,-0.5%,-4.5%,35.6
O=C(CN1C(=O)CC(c2ccccc2)=Nc2ccccc21)NCc1ccco1,7.2,3.4%,-5.6%,-2.3
Cc1ccc(C)c(/C(=N\N=C(N)N)C2CC2)c1,nt,1.6%[11.4 µM],7.7%[11.4 µM],nt
CCC(=O)NCCn1c(C)cc2ccccc21,-0.6,-2.9%,-5.1%,41.7
Cc1nc(NC(=O)/C=C/c2ccc(C(C)(C)C)cc2)sc1C(=O)N(C)C,nt,-1.0%,nt,-5.0
CCCCCC(=O)NC(=S)Nc1ccc(NC(=O)c2ccco2)cc1,nt,0.2%,nt,-29.3
O=C(COC(=O)/C=C/c1ccccc1Cl)NCc1ccccc1,nt,-3.3%,nt,78.2
COC(=O)c1cc(-c2c(C)oc3cc(OC(C)C)ccc3c2=O)c(C)o1,12.4,-2.4%,3.6%,?
CCOc1ccc(OCCN2C(=O)NC3(CCCc4ccccc43)C2=O)cc1 (stereo not given),5.5,-5.3%,-4.2%,?
CCOCCc1nnc(NC(=O)COC)s1,-14.3,2.9%,-11.1%,?
Clc1ccc2nnnc(-c3ccccc3)c2c1,nt,-4.5%,nt,-97.6*
CC(C)CC(C(=O)Nc1ccc2c(c1)OCCO2)N1C(=O)c2ccccc2C1=O (stereo not given),2.4,-0.6%,1.1%,?
O=C1C2C3C=CC(C3)C2C(=O)N1/N=C/c1cc(Br)cc([N+](=O)[O-])c1O (stereo not given),-0.7,-7.9%,-6.1%,?
